Anthrax LF prot – Bacillus anthracis LF protease inhibitors, primary screen, biochemical, multiplex microsphere, MLPCN library. Lethal factor (Bacillus anthracis), P15917. multiplex microsphere protease cleavage assay. inhibition, % at 10 µM. 0.12% of 360,000 active; note: plate controls were buffer without enzyme for full effect and enzyme alone for no effect
CCHFV vOTU inh – CCHFV vOTU protease inhibitors, primary screen, biochemical, Pep-AMC substrate, fluorescence; Crimean-Congo hemorrhagic fever virus L polyprotein viral ovarian tumor (vOTU) protease …; inhibition, % at 11.5 µM; AID 651958, 2012; 0.55% of 370,000 active; in the data active = inhibition above about 30%; note: 0% = vehicle wells with enzyme and 100% = no enzyme wells
PriA SSB inh – inhibitors of Klebsiella pneumoniae PriA binding to SSB C-terminal tail, primary screen, biochemical, AlphaScreen; PriA–SSB C-terminal tail interaction (Klebsiella pneumoniae); AlphaScreen SSBct-PriA binding, biotinylated peptide; inhibition, % at 33 µM; 0.6% of 430,000 active; AID 1272365, 2023; in the data active = inhibition mostly above about 37%, no sharp cut-off; inactive = mostly below about 20%;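 note: plate controls were negative control peptide for no effect and reference peptide for full effect; strong numbers were not always called active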
3CLpro inhibitor – SARS-CoV 3CLpro protease inhibitors, primary screen, biochemical, quenched FRET | recombinant SARS-CoV 3CLpro, quenched FRET peptide cleavage | inhibition, % at 6 µM | 0.14% of 290,000 active | AID 1706, 2009; in the data active = inhibition above about 12%
Rv3671c inh – Rv3671c serine protease inhibitors, primary screen, biochemical, fluorescence polarization, M. tuberculosis H37Rv; 0.048% of 320,000 active; P9WHR9; inhibition, % at 5.96 µM; AID 2606, 2010; in the data active = inhibition above about 38%;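 note: extracellular domain of Rv3671c used as enzyme; 0% = enzyme with DMSO and 100% = no enzyme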
Target sequence (P9WHR9 whole entry, looked up, the tested form may be a part): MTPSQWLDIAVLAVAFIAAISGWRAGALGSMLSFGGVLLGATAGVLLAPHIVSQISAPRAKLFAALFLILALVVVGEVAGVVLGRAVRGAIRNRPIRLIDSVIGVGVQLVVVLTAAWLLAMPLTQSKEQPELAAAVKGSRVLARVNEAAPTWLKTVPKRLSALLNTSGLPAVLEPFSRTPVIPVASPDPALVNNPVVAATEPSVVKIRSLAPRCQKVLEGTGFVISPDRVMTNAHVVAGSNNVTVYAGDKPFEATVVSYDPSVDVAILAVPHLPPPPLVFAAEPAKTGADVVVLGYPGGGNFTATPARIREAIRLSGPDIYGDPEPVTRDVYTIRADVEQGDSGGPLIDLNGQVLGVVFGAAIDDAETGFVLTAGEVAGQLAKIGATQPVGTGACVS
BoNT A protease – BoNT/A light chain protease inhibitors, primary screen, biochemical, flow cytometry, MLPCN library; Botulinum neurotoxin type A light chain protease (Clostridium botulinum A str. ATCC 3502); multiplex microsphere protease substrate cleavage; inhibition, % at 10 µM; 0.17% of 360,000 active; note: plate controls were buffer without enzyme for full effect and enzyme alone for no effect
DUSP3 inh – VHR1 phosphatase inhibitors, primary screen, biochemical, absorbance, uHTS; Dual specificity protein phosphatase 3 (Homo sapiens), P51452; recombinant VHR phosphatase, pNPP absorbance; inhibition, % at 13.3 µM; 0.52% of 290,000 active; in the data active = inhibition above about 50%; note: some compounds called inactive have numbers as strong as hits
Target sequence (P51452 whole entry, looked up): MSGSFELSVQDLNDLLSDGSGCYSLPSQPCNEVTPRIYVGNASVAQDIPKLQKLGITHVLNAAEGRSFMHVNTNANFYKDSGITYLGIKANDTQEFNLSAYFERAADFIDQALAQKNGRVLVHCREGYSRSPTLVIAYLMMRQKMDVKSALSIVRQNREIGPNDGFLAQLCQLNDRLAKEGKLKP
MazF activator – activators of E. coli MazEF toxin-antitoxin RNase, primary screen, biochemical, fluorescence, uHTS; AID 504720, 2011; 0.32% of 350,000 active; activation, % at 20 µM; FAM/BHQ RNA-DNA oligo cleavage fluorescence, 5 h; in the data active = activation above about 50%
Target sequence (P0AE70 whole entry, looked up): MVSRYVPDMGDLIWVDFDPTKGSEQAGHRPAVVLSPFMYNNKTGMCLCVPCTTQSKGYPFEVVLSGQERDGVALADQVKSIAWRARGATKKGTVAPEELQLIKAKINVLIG
BoNT F protease – BoNT/F light chain protease inhibitors, primary screen, biochemical, flow cytometry, MLPCN library. Botulinum neurotoxin type F light chain protease (Clostridium botulinum). Multiplex microsphere protease cleavage assay. inhibition, % at 10 µM. 0.22% of 360,000 active; in the data active = inhibition above about 35%, passing the limit was not always enough; inconclusive = no clear call, values can overlap the other calls; note: plate controls were buffer without enzyme for full effect and enzyme alone for no effect
PrPC surface inh – inhibitors of human cell surface prion protein PrPC, primary screen, cell-based, TR-FRET; TR-FRET read-out; Major prion protein (Homo sapiens), P04156; 0.43% of 370,000 active; inhibition, % at 13.8 µM; in the data active = inhibition above about 24%; note: 0% = median of the test wells and 100% = reference compound wells
An asterisk follows results filed as active; i = inactive; ? = inconclusive; / = not tested or not shown; & = joins results of further samples. Cut-off read from the data, not from the text of the source, unless noted: active = inhibition above about 30%; inconclusive = no clear call, values can overlap the other calls; inactive = below that.

No.	molecule	CCHFV vOTU inh	PrPC surface inh	PriA SSB inh	DUSP3 inh	Rv3671c inh	3CLpro inhibitor	BoNT A protease	Anthrax LF prot	BoNT F protease	MazF activator
1	Cc1ccc(NC(=O)CN(C)C(=O)c2cc(S(=O)(=O)N(C)C)ccc2N2CCCC2)cc1	6	-6	-9	/	6	/	?	?	?	4
2	CC(=O)Nc1ccc(S(=O)(=O)NC2(C(F)(F)F)C(=O)Nc3c2c(=O)[nH]c(=O)n3Cc2ccccc2)cc1 (centres undefined)	-12	0	-20	2	1	0	-0.5	-1	-1	0
3	CC(NS(=O)(=O)c1ccccc1)C(=O)Nc1ccc2c(c1)OCCO2 (centres undefined)	17	-7	-13	14	6	1	0.2	-4	-1	-2
4	C[C@]12c3[nH]c4ccccc4c3CCN1C(=O)C(CC(=O)NCC13CC4CC(CC(C4)C1)C3)C[C@@H]2C(=O)N1CCCCC1 (some centres undefined)	-8	-3	6	/	-2	/	-0.3	-13	-6	3
5	C=CCOc1c(CNc2ccc(C(=O)O)cc2)cccc1OCC	-2	-2	4	10	-2	3	?	0	9	-2
6	O=C(NN=C(Cc1ccccc1)Cc1ccccc1)c1ccc(F)cc1	-2	2	-10	2	8	-2	-0.2	-2	-5	1
7	CCOC(=O)N1CCN(C(=O)COc2ccc(S(=O)(=O)NC3CCCCC3)cc2C)CC1	-1	4	-9	6	2	-3	1.1	1	-2	-1
8	CCN(CC(=O)Nc1c(F)cccc1F)C(=O)CCCN1C(=O)c2ccccc2C1=O	6	-9	/	/	/	/	-0.4	4	-10	3
9	O=C(CCNS(=O)(=O)c1ccccc1F)N1CCN(C/C=C/c2ccccc2)CC1	-3	-10	6	/	0	/	-5.7	-6	-9	2
10	C[C@H](NC(=O)c1nc[nH]c1C(=O)N(C)Cc1ccccc1)c1ccccc1	10	-3	-6	/	12	/	0.9	4	1	1
11	CCc1ccc(OC(=O)Nc2ccccc2)cc1	5	11	-9	-3	/	2	0.1	5	9	9
12	CC1(C(=O)NS(=O)(=O)c2ccc(Cl)cc2)CCN1C(=O)CCc1ccccc1 (centres undefined)	6	0	/	/	/	/	-1.1	5	-8	/
13	CCN(Cc1ccccc1)S(=O)(=O)c1ccc2c(c1)NC(=O)CC(=O)N2	0	1	-13	7	6	0	-0.6	5	-6	2
14	CCN1C(=O)[C@@H]2[C@@H](c3ccc(-c4ccc(Cl)c(Cl)c4)cc3)N3CCCC[C@@]3(C(=O)OC)[C@@H]2C1=O	1	3	-13	/	2	/	-0.2	2	-2	-10
15	CC12CCC3C(CCC4CC(O)CCC43C)C1CC(O)C2 (centres undefined)	-4	7	-2	/	/	/	-0.1	-3	-4	1
16	COc1ccc(-n2c(C)c(C)c3c(NCCN(C)C)ncnc32)cc1	-4	-9	11	14	-2	1	-2.0	-8	2	-8
17	CCC1CCC2(CC1)NNC(=S)NN2	-2	-4	2	-2	11	3	0.3	0	0	7
18	CCN1C(=O)c2ccccc2Sc2ccc(C(=O)NCCCN3CCOCC3)cc21	0	0	4	12	0	0	0.1	2	-1	2
19	COc1ccccc1NC1SC(=O)N(c2ccccc2)C1=O (centres undefined)	12	0	-18	13	-8	3	-0.1	-4	-8	2
20	Cc1ccccc1CCN1CCCC(CN(C)C(=O)c2ccc3ncccc3c2)C1 (centres undefined)	-7	4	-9	16	1	-4	1.3	0	5	6
21	COc1cccc(-n2cnnc2SCC(=O)NC2CC2)c1	-6	-3	-1	/	-7	/	2.1	3	2	2
22	COc1ccc(NC(=O)Nc2cccc(F)c2)c(OC)c1	-11	2	-4	8	5	2	-0.5	-2	-3	-1
23	O=C(CSc1nc2ncccc2[nH]1)Nc1ccccc1-c1ccccc1	-12	5	2	-2	1	3	2.2	-1	4	7
24	CC(=O)N1CCN=C1SCc1ccc(F)cc1	-1	8	-10	8	-4	-6	-0.7	-7	-13	3
25	COc1ccc(N(CC(=O)NCc2cccs2)S(=O)(=O)c2c(C)n[nH]c2C)cc1	5	2	-7	21	-11	-8	1.4	13	8	0
26	CCCCNc1c(-c2ccc(OC)c(Sc3ccc(OC)cc3)c2)nc2ccccn12	/	/	21	/	5	/	-1.0	-11	-8	4
27	COc1ccccc1OCCNC(=O)C1CC(=O)N(Cc2ccccc2)C1 (centres undefined)	7	1	-5	/	-9	/	-0.4	-5	-10	-7
28	C=C(C)CSc1nc2ccccc2[nH]1	-3	4	-11	36	-3	1	-0.2	2	-9	1
29	COc1ccc(NC(=O)c2cn(-c3ccccc3)nc2-c2cc3ccccc3o2)cc1	-6	-4	-15&-2&-8	19	-87	-3	0.1	0	4	0
30	c1ccc(/N=C2\N=C(Nc3ccccn3)c3ccccc32)nc1	-2	8	/	/	1	/	-1.9	-6	-9	3

Fetched by structure from above:
No.	molecule	CCHFV vOTU inh	PrPC surface inh	PriA SSB inh	DUSP3 inh	Rv3671c inh	3CLpro inhibitor	BoNT A protease	Anthrax LF prot	BoNT F protease	MazF activator
14	CCN1C(=O)[C@@H]2[C@@H](c3ccc(-c4ccc(Cl)c(Cl)c4)cc3)N3CCCC[C@@]3(C(=O)OC)[C@@H]2C1=O	1	3	-13	/	2	/	-0.2	2	-2	-10
25	COc1ccc(N(CC(=O)NCc2cccs2)S(=O)(=O)c2c(C)n[nH]c2C)cc1	5	2	-7	21	-11	-8	1.4	13	8	0
8	CCN(CC(=O)Nc1c(F)cccc1F)C(=O)CCCN1C(=O)c2ccccc2C1=O	6	-9	/	/	/	/	-0.4	4	-10	3
24	CC(=O)N1CCN=C1SCc1ccc(F)cc1	-1	8	-10	8	-4	-6	-0.7	-7	-13	3
28	C=C(C)CSc1nc2ccccc2[nH]1	-3	4	-11	36	-3	1	-0.2	2	-9	1

Part of the list above, in transposed form.
#9 O=C(CCNS(=O)(=O)c1ccccc1F)N1CCN(C/C=C/c2ccccc2)CC1
#10 C[C@H](NC(=O)c1nc[nH]c1C(=O)N(C)Cc1ccccc1)c1ccccc1
#11 CCc1ccc(OC(=O)Nc2ccccc2)cc1
#12 CC1(C(=O)NS(=O)(=O)c2ccc(Cl)cc2)CCN1C(=O)CCc1ccccc1 (centres undefined)
#13 CCN(Cc1ccccc1)S(=O)(=O)c1ccc2c(c1)NC(=O)CC(=O)N2
#14 CCN1C(=O)[C@@H]2[C@@H](c3ccc(-c4ccc(Cl)c(Cl)c4)cc3)N3CCCC[C@@]3(C(=O)OC)[C@@H]2C1=O

| entry no. | 9 | 10 | 11 | 12 | 13 | 14 |
| --- | --- | --- | --- | --- | --- | --- |
| CCHFV vOTU inh | -3 | 10 | 5 | 6 | 0 | 1 |
| PrPC surface inh | -10 | -3 | 11 | 0 | 1 | 3 |
| PriA SSB inh | 6 | -6 | -9 | / | -13 | -13 |
| DUSP3 inh | / | / | -3 | / | 7 | / |
| Rv3671c inh | 0 | 12 | / | / | 6 | 2 |
| 3CLpro inhibitor | / | / | 2 | / | 0 | / |
| BoNT A protease | -5.7 | 0.9 | 0.1 | -1.1 | -0.6 | -0.2 |
| Anthrax LF prot | -6 | 4 | 5 | 5 | 5 | 2 |
| BoNT F protease | -9 | 1 | 9 | -8 | -6 | -2 |
| MazF activator | 2 | 1 | 9 | / | 2 | -10 |

(next part)
No.	molecule	CCHFV vOTU inh	PrPC surface inh	PriA SSB inh	DUSP3 inh	Rv3671c inh	3CLpro inhibitor	BoNT A protease	Anthrax LF prot	BoNT F protease	MazF activator
31	COc1cc(S(=O)(=O)NCc2ccncc2)ccc1Br	-5	10	/	2	9	3	-3.2	3	-16	-10
32	COc1ccc(CCNC(=O)CCC(=O)N2CC(C)Oc3ccc(Cl)cc32)cc1OC (centres undefined)	6	-7	0	29	15	-4	-1.0	-8	-1	3
33	COc1ccc(CCNC(=O)CN(C)S(=O)(=O)c2ccc3nc(C)sc3c2)cc1OC	0	-7	-2	7	-5	3	0.2	-1	-3	0
34	O=C(O)c1cccc(CSc2nnc(Cc3ccccc3)o2)c1	6	2	-4	8	-15	4	?	1	-2	-7
35	O=C(N/N=C/c1ccccc1)c1[nH]c2ccc(Br)cc2c1-c1ccccc1	15	15	i	-14	-15	1	-0.3	-1	-4	-7
36	CCOc1ccc(CCNC(=O)C2(c3ccccc3)CC2)cc1OCC	-7	7	-24	1	-10	3	-0.6	-1	-8	-6
37	CC(CN1CCCC(C(N)=O)C1)c1ccccc1 (centres undefined)	-7	-5	-9	5	-9	-3	-0.3	-1	0	5
38	COc1ccccc1NS(=O)(=O)c1cc(NC(=O)c2sccc2C)ccc1N1CCCC1	-3	19	7	53*	-13	3	-0.3	0	-1	-1
39	COc1ccc(CN2CCN(C(=O)c3cccs3)CC2)cc1Br	1	10	0	14	2	0	1.8	2	18	3
40	COc1cc(C(c2c(O)c3ccccc3oc2=O)c2c(C)n(C)n(-c3ccccc3)c2=O)ccc1O (centres undefined)	10	-1	-1	-2	4	4	-0.1	-2	-4	0
41	COc1cc(NC(=O)CN2C(=O)NC(C)(c3ccccc3)C2=O)c(C)cc1[N+](=O)[O-] (centres undefined)	/	/	16	21	-2	3	-0.3	0	-1	3
42	O=C(CCN1C(=O)C2CC=CCC2C1=O)NC1CCCCC1 (centres undefined)	-3	5	-12	-6	0	-3	-1.4	-1	0	-1
43	CCOC(=O)COc1nc2ccc(Br)cc2c(-c2ccccc2)c1C(C)=O	0	-2	0	24	-7	0	-3.6	0	-35	-1
44	CNC(=S)Nc1cc(S(=O)(=O)Nc2cc(Cl)ccc2Cl)ccc1N1CCCC1	-2	0	-5	-5	6	3	0.8	-7	9	-6
45	Cc1ccnc(SCCn2c(N3CCC(C)CC3)nc3c2c(=O)[nH]c(=O)n3C)n1	12	-8	-4	25	/	-3	-0.8	-5	-4	13
46	Cc1ccccc1[C@@H](NC(=O)OC(C)(C)C)C(=O)OC(C)(C)C	5	-5	-9	/	0	/	-0.4	-5	-8	3
47	CC1C/C(=C/c2ccncc2)C(=O)/C(=C/c2ccncc2)C1 (centres undefined)	-12	7	-4	8	0	-2	-0.3	-2	0	0
48	CCSc1nnc(NC(=O)NC(C)(C(F)(F)F)C(F)(F)F)s1	4	3	2	-14	-1	2	0.4	-1	4	-5
49	CSc1cccc(NC(=O)CN(C)S(=O)(=O)c2ccc(F)cc2)c1	11	5	-12	11	-12	3	-0.2	-2	-18	0
50	O=C(Cn1cc2c(n1)CCCC2)NCCCN1CCCC1	1	-5	-11	5	3	-1	-1.1	-9	-12	-11
51	Cc1c(Br)c(C(F)(F)F)nn1CC(=O)N1CCCC1	-5	-3	-5	11	-11	5	1.7	4	6	3
52	O=C(O)C1C2C=CC(C2)C1C(=O)NC1CCN(Cc2ccccc2)CC1 (centres undefined)	-8	2	-27	24	-4	-2	?	1	1	-2
53	CC1=CC(C)(C)Nc2ccc(OC(=O)CCN3C(=O)c4ccccc4C3=O)cc21	-6	-5	25	13	-11	1	-1.4	-4	-6	-1
54	COC(=O)c1cc(-c2c(C)oc3cc(OC)ccc3c2=O)c(C)o1	-8	3	-6	11	-1	-1	1.0	-8	-2	-13
55	CCn1c(C(=O)O)c(CC(=O)Nc2ccc(Br)cc2C)c2ccccc21	-4	5	4	57*	-9	5	1.2	-7	-9	5

The list is partial (hit frequency here may not be typical).
